Source: PubChem BioAssay (several laboratories)
M1 antagonist = antagonists of rat M1 muscarinic receptor | B-score at 10 µM | 64,000 tested, 3.4% active | AID 628 | CHO-M1 cells, Fluo-4 calcium, ACh EC80 antagonist mode; active compounds read low | P08482;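 active = calcium fluorescence response, raw or row-and-column corrected B-score, differing from the plate sample mean either way at a set confidence level, mostly lower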
Target sequence (P08482 whole entry, looked up): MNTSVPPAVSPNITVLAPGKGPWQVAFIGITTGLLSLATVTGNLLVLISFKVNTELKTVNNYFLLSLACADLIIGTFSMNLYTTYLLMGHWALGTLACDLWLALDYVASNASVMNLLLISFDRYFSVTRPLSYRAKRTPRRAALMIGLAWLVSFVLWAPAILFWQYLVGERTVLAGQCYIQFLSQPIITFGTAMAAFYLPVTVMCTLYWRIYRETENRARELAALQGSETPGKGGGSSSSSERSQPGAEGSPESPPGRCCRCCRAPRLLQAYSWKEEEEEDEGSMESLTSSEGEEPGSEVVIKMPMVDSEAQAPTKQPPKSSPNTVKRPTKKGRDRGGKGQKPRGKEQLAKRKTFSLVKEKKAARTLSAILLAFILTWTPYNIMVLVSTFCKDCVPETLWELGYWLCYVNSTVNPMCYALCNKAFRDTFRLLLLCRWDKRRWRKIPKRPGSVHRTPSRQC
tolC growth inh = E. coli tolC mutant growth inhibition; growth inhibition, % at 10 µM (by protocol); 65,000 tested, 2.2% active; AID 573; E. coli BW25113 tolC mutant growth, OD615;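 active = growth inhibition at or above a cutoff equal to the mean over every tested compound plus 3 SD, cut at about 60% in these data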;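 also: growth measured after 20 h incubation at 37 °C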
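System: E. coli ΔtolC::kan strain BW25113; Buffer or medium: LB broth supplemented with 50 µg/mL kanamycin; Compound: 10 µM final, single dose; Incubation: bacterial growth with compound for 20 h at 37 °C; Signal: A615 absorbance measurement; Evaluation: growth inhibition in percent.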
NADH enzymes = blocks coupling enzymes of NAD/NADH assays. 65,000 tested, 0.02% active. IC50, µM (titrated, usually from 10 µM), inactives show at the highest dose inhibition. coupled PK/LDH NADH assays, four targets. AID 774;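 active = single-dose screening hits from any of four coupled enzyme assays that gave an IC50 when retested across doses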;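 also: the DPM-DC format reads NADH fluorescence rather than 340 nm absorbance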
TNAP act DEA = activates human TNAP at intermediate phosphate acceptor concentration; activation factor at 20 µM; AID 813; purified TNAP, CDP-star luminescence, 100 mM DEA, 30 min; active compounds read high; scale: 0 levamisole-inhibited, 1 vehicle-only enzyme; P05186; 64,000 tested, under 10 active;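 active = activation factor of at least 2 at 20 µM, relative to controls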
SF-1 act = activators of human nuclear receptor SF-1; activation, % at 10 µM; CHO-K1 Gal4-SF-1 LBD luciferase reporter; % increase over DMSO SF-1-specific signal; AID 522; Q13285; 65,000 tested, 1.9% active;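 active = activation above the mean activation of all tested compounds plus 3 SD, cut at about 50% in these data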
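System: CHO-K1 cells with Gal4–hSF-1 LBD chimera plus Gal4-driven luciferase; quantity: 4,000 CHO-K1 cells per well; compound: one dose, 10 µM compound, 1% DMSO; times: 20 h compound treatment, 37 °C; measured by: SteadyLite luciferase luminescence; read-out: percent activation versus DMSO; benchmarks: DMSO and mock-transfected background; replicates: one test per compound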
Jurkat tox 60K = reduces viability or proliferation of Jurkat cells. Jurkat E6.1 viability, ATP luminescence, 48 h. inhibition, % at 4 µM. 56,000 tested, 1.2% active. AID 463;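 active = inhibition above the mean inhibition of all tested compounds plus 3 SD, cut at about 28% in these data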
M1 agonist = M1 muscarinic receptor agonism; CHO-M1 cells, Fluo-4 calcium fluorescence, agonist mode; active compounds read high; B-score at 10 µM; 64,000 tested, 3% active; AID 626;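 active = fluorescence rise, raw or as B-score row- and column-corrected plate score, outside the 99.7% band of its plate's samples, either direction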
D1 allo mod = D1 dopamine receptor (human) allosteric modulation. P21728. AID 641. B-score at 10 µM. HEK293 D1, CRE-luciferase, dopamine EC30 potentiation; actives deviate in either direction. 58,000 tested, 5.9% active;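 active = luminescence count or its row- and column-corrected plate score outside the 99.7% band of the plate's sample wells, on either side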
Target sequence (P21728 whole entry, looked up): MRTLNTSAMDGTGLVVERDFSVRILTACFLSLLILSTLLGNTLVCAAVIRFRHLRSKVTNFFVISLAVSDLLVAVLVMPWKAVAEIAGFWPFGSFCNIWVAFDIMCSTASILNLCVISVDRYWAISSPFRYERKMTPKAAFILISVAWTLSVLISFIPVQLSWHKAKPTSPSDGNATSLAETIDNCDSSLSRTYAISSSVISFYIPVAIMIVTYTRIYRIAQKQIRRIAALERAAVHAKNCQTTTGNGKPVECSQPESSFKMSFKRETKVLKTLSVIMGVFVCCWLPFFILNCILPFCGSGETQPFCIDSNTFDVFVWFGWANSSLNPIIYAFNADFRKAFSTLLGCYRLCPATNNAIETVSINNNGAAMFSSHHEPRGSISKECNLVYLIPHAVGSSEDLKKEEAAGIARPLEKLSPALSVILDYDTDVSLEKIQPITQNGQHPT
HEK293 NFkB inh = inhibitors of the PMA/ionomycin-induced NF-kB reporter in HEK293 cells; 62,000 tested, 0.21% active; inhibition, % at 3 µM; AID 465; HEK-293 NF-kB luciferase reporter, luminescence;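 active = inhibition above the mean of all tested compounds plus 3 SD, cut at about 40% in these data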;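 also: 0% = stimulated DMSO wells and 100% = 10 µM reference inhibitor 5653914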
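Reagent: PMA plus ionomycin mix as NF-kB-activating stimulus. Assay system: NF-kB luciferase reporter HEK-293 cells. Technique: luminescence from luciferase substrate reagent. Incubation: 1 h compound pre-incubation, 16 h PMA/ionomycin at 37 °C. Benchmarks: DMSO only as uninhibited control, 10 µM reference inhibitor as full inhibition. Repeats: tested once.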
* = called active by the depositor; / = no result given; [ ] = dose if it differs, or a comment.

SMILES | M1 antagonist | tolC growth inh | NADH enzymes | TNAP act DEA | SF-1 act | Jurkat tox 60K | M1 agonist | D1 allo mod | HEK293 NFkB inh
O=C(CSc1nnc2ccccn12)c1ccccc1 | 0.73 | -9 | 1% | 0.8 | 55* | 0 | -0.47 | -0.29 | 3
COc1cc(=O)n2c(-c3ccccc3)csc2n1 | 1.3 | 16 | 3% | 1 | -6 | / | 0.88 | / | /
CC(C(=O)NCc1ccc2c(c1)OCO2)N(c1ccccc1)S(C)(=O)=O (configuration not stated) | -0.68 | -19 | 7% | 1 | 12 | 5 | 0.63 | 0.11 | 21
CCn1c(CC(C)C)n[nH]c1=S | 0.024 | -18 | 16% | 0.9 | 0 | 4 | -0.22 | 0.89 | 4
NC(=O)c1cnn2c1NC(c1ccc(F)cc1)CC2C(F)(F)F (configuration not stated) | 0.12 | -4 | 4% | 0.9 | -2 | 0 | 0.068 | 1.2 | 11
CCCCn1c(SCC(=O)Nc2nnc(C(C)C)s2)nc2c1c(=O)n(C)c(=O)n2C | -0.27 | 8 | 5% | 0.9 | 5 | 2 | -0.011 | 0.52 | 19
C=C(C)c1cccc(C(C)(C)NC(=O)N2CC(C)OC(C)C2)c1 (configuration not stated) | / | -12 | 0% | 0.9 | -14 | 3 | / | 0.19 | 0
CCOC(=O)/C=c1\s/c(=C\c2ccccc2OC)c(=O)n1CC(=O)N1CCOCC1 | -0.51 | 9 | 9% | 0.9 | 10 | -4 | -0.43 | 4.3* | 15
COC(=O)c1nnn(CC(=O)Nc2cccc(OC)c2)c1C(=O)OC | 0.83 | -20 | 7% | 0.9 | 3 | / | -0.62 | -1.2 | 5
CC(=O)NCCSCCNC(C)=O | -0.1 | -12 | 1% | 0.9 | 0 | -7 | -1.6 | 0.88 | 0
CC1CCc2cc(F)ccc2N1C(=O)c1cc2nc(-c3ccco3)cc(C(F)(F)F)n2n1 (configuration not stated) | -0.24 | 63* | 1% | 0.9 | -12 | -1 | -0.77 | -0.4 | 9
c1ccc(CCNc2ncnc3c2nnn3Cc2ccccc2)cc1 | 0.34 | -7 | 4% | 0.9 | 18 | / | 0.13 | 0.68 | 15
CCOc1ccccc1N(CC(=O)N1CCCCCC1)S(C)(=O)=O | 1.4 | 27 | 3% | 1 | -3 | 2 | 0.11 | -3.8* | 0
CCOC(=O)c1[nH]c2ccc(OC)cc2c1NC(=O)CN1CCSCC1 | 0.37 | 9 | 12%[fluoresces] | 0.9 | -16 | 1 | -0.038 | 2.3* | 17
COc1ccc(S(=O)(=O)CCC(=O)NC2CCCCC2)cc1 | 0.67 | -3 | 3% | 0.9 | 18 | 7 | 0.12 | -0.54 | -4
CCN1CCN(Cc2c(C)[nH]c3ccc(C(=O)OC)cc3c2=O)CC1 | 1.4 | -17 | 5% | 0.9 | -10 | -3 | -0.93 | 0.18 | 21
CC(=O)C(Sc1ccc2nnc(-c3ccc(C)cc3)n2n1)C(C)=O | 0.29 | 18 | 6% | 0.9 | -1 | -4 | 0.16 | 0.79 | -2
COc1ccccc1NC(=O)CSc1nc2nc(C)cc(C)c2c(=O)[nH]1 | 0.57 | 17 | 6% | 0.9 | 3 | -5 | 1.4 | 0.61 | 0
c1ccc(-c2nc3nc4ccccc4nc3n2Cc2ccco2)cc1 | -0.14 | 27 | 12% | 0.8 | 48 | 0 | 1.1 | -0.5 | -19
O=c1cc(O)sc2ccccc12 | -0.11 | -3 | 8% | 1 | 17 | -3 | -0.61 | -0.22 | 5
Cc1ccc(NCc2nnc(SCC(=O)N3CCc4ccccc43)n2C)cc1 | 0.0088 | -5 | 8% | 1.1 | 6 | -8 | -0.26 | -0.65 | -5
CCN(CCCNC(=O)CNC(=O)Cn1cnc2ccccc2c1=O)c1cccc(C)c1 | 0.29 | 7 | 1% | 0.9 | 3 | 8 | 1.4 | -0.53 | 3
CCN(CC)CCSc1nc(O)c(C(C)C)c(=O)[nH]1 | 0.0028 | -1 | 11% | 0.9 | 12 | / | -0.67 | -0.19 | -8
CC(C(=O)c1ccccc1)n1c(N2CCOCC2)nc2c1c(=O)n(C)c(=O)n2C (configuration not stated) | -0.038 | -9 | 3% | 0.9 | 4 | -2 | -0.04 | 0.42 | 13
O=C(NCCc1ccccc1)C1CCCN(S(=O)(=O)c2cnc[nH]2)C1 (configuration not stated) | 0.16 | -12 | 8% | 0.9 | -6 | -2 | 0.61 | -0.31 | 13
COC(=O)CCC(=O)Nc1ccc(NC(=O)CCC(=O)OC)cc1 | -0.76 | 6 | 1% | 0.9 | -11 | 3 | -0.087 | -0.097 | -4
O=C(O)CN1C(=O)CC(Cc2ccc(Cl)cc2)C1=O (configuration not stated) | 0.18 | -17 | 3% | 1 | 3 | 0 | -0.53 | -0.059 | 6
CCCC(C(=O)NCc1ccco1)N(C(=O)CNS(=O)(=O)c1ccccc1)C1CCCC1 (configuration not stated) | 0.48 | 2 | 3% | 1.1 | 1 | / | 0.38 | -0.18 | 17
CC1(C)Cc2ccccc2-c2nc(NCCCO)n(-c3ccccc3)c(=O)c21 | -0.14 | 42 | 5%[fluoresces] | 1 | -4 | -4 | -0.0028 | 1.2 | 16
O=C1CC(NCc2ccco2)C(=O)N1CCc1ccccc1 (configuration not stated) | -0.04 | -5 | 3% | 1 | -3 | 0 | 0.006 | 0.29 | 9
Cc1c(O)nc(SC2CC(=O)N(c3ccccc3)C2=O)[nH]c1=O (configuration not stated) | 0.21 | -8 | 6% | 1 | 6 | 1 | 0.45 | -2 | 4
Cc1ccc(S(=O)(=O)c2cccc(S(=O)(=O)N3CCCC3)c2)cc1S(=O)(=O)N1CCCC1 | -6.4* | 23 | 5% | 1 | -6 | / | 4.2* | 0.0003 | 21
N#Cc1c(NC(=O)CSc2ncnc3c2cnn3-c2ccccc2Cl)sc2c1CCCC2 | -0.057 | 23 | 2% | 0.9 | -7 | 0 | -0.35 | -0.8 | 22
O=c1c2[nH]c3ccc(F)cc3c2ncn1CCN1CCN(Cc2ccccc2)CC1 | -0.04 | -8 | 4% | 0.9 | 2 | 1 | 0.93 | -0.61 | 11
O=C(C1CCCN(c2ncccn2)C1)N1CCc2ccccc21 (configuration not stated) | 0.11 | 3 | 6% | 0.9 | -4 | 0 | -0.53 | 1.4 | 12
CC(C)(C)OC(=O)N1CCC(C(=O)N2CCC[C@H]2C(=O)O)CC1 | -0.15 | -2 | 0% | 0.9 | 1 | 4 | 1.3 | -1.5 | 18
COc1ccc(-c2cn3ccccc3n2)cc1OC | 0.0029 | -5 | 10%[fluoresces] | 0.9 | 30 | 1 | -0.14 | 12* | -28
N#Cc1cn(CCOc2ccccc2F)c2ccccc12 | -0.43 | 74* | 2% | 0.9 | 4 | 4 | 0.15 | 0.53 | 10
C=CCn1c(SCC(=O)Nc2ccc(C(=O)OC(C)C)cc2)nnc1-c1cccs1 | 0.46 | -3 | 6% | 0.9 | -15 | -2 | -0.72 | -0.032 | 8
Cc1nc(=O)c(-c2ccccc2)c(C)n1-c1ccccc1O | -0.33 | / | 9% | 0.9 | 3 | -5 | 2.4 | -5.6* | 17

Brought forward from above: 4 compounds, then new ones.
SMILES | M1 antagonist | tolC growth inh | NADH enzymes | TNAP act DEA | SF-1 act | Jurkat tox 60K | M1 agonist | D1 allo mod | HEK293 NFkB inh
COc1ccc(-c2cn3ccccc3n2)cc1OC | 0.0029 | -5 | 10%[fluoresces] | 0.9 | 30 | 1 | -0.14 | 12* | -28
N#Cc1cn(CCOc2ccccc2F)c2ccccc12 | -0.43 | 74* | 2% | 0.9 | 4 | 4 | 0.15 | 0.53 | 10
C=CCn1c(SCC(=O)Nc2ccc(C(=O)OC(C)C)cc2)nnc1-c1cccs1 | 0.46 | -3 | 6% | 0.9 | -15 | -2 | -0.72 | -0.032 | 8
Cc1nc(=O)c(-c2ccccc2)c(C)n1-c1ccccc1O | -0.33 | / | 9% | 0.9 | 3 | -5 | 2.4 | -5.6* | 17
Cc1nc2ncnn2c(C)c1CCC(=O)N1CCc2ccccc2C1 | -0.06 | -14 | 6% | 0.9 | 0 | -7 | -0.63 | / | 12
CC(C)C(=O)Nc1cccc(C(=O)Nc2nncs2)c1 | -0.43 | 2 | 2% | 1 | 9 | 2 | -0.43 | -0.27 | 4
Clc1ccc(CCNc2ncnc3nc[nH]c23)cc1 | -2.6* | 11 | 2% | 1.1 | -19 | 35* | 15* | -5.3* | 16
COc1ccc(OC)c(CNC(=O)C2CCCN(c3nc4ccccc4o3)C2)c1 (configuration not stated) | -0.58 | 2 | 8% | 1 | -9 | -10 | 0.093 | -0.67 | 4
Cc1cc(C)nc(SCC(=O)NCc2ccco2)n1 | 0.2 | -8 | 8% | 0.9 | -12 | 13 | 2.4* | -0.11 | 13
O=C(CSc1cn(CCNC(=O)c2ccccc2)c2ccccc12)NCc1ccco1 | 0.29 | 7 | 2% | 1 | 0 | 6 | 1.5 | -1.6 | 13
O=C(CN(Cc1ccccc1)C(=O)c1ccc2c(c1)OCCO2)NCc1ccc2c(c1)OCO2 | 0.63 | 1 | 2% | 0.9 | 12 | -2 | 0.89 | 0.014 | 14
Cc1oc(-c2ccccc2)nc1CS(=O)CC(=O)N1CCc2ccccc2C1 (configuration not stated) | 0.28 | 9 | 5% | 1 | -11 | -1 | -0.26 | 0.42 | 12
O=S(=O)(c1ccc2nc(Cc3cccc(C(F)(F)F)c3)[nH]c2c1)N1CCOCC1 | -0.046 | 12 | 2% | 0.9 | -1 | / | 0.0086 | 0.77 | 14
O=c1c2c(nc3c(-c4ccccc4)c[nH]n13)CCCC2 | -0.45 | 15 | 5%[fluoresces] | 1 | 0 | / | -0.015 | -0.25 | -4
Cc1ccccc1N(CC(=O)NCCc1ccccc1)C(=O)c1ccc(N2CCCC2)nc1 | -4.6* | 20 | 13% | 1 | 7 | 3 | -0.95 | / | 20
Cn1c(=O)c2c(nc(Br)n2CCSc2nc3ccccc3o2)n(C)c1=O | 0.54 | 5 | 5% | 0.9 | -12 | / | 0.021 | / | /
COc1ccccc1-n1cnnc1SCC(=O)Nc1cc(C(C)(C)C)nn1-c1ccccc1 | -0.021 | 8 | 3% | 0.9 | -16 | 9 | -0.39 | 1.8 | 16
COc1ccc(N2C(=O)CC(Nc3ccc(N4CCOCC4)cc3)C2=O)c(OC)c1 (configuration not stated) | 1.2 | -1 | 13% | 0.9 | 0 | / | 0.00083 | -0.15 | 0
COc1ccc(-c2n[nH]c(=S)n2C2CCCCC2)cc1 | -0.39 | 22 | 1% | 0.9 | 12 | 0 | 0.32 | -0.46 | 9
O=C(NCC(c1cccnc1)N1CCN(c2ccc(F)cc2)CC1)c1cccc(Cl)c1 (configuration not stated) | -1.3 | 6 | 7% | 0.9 | -8 | 5 | 5.8* | -2 | 11
